# Screening results (PubChem)
# TbREL1 inh = TbREL1 RNA ligase inhibitors, primary screen, biochemical, FRET fluorescence | RNA-editing ligase 1, mitochondrial (Trypanosoma brucei brucei), P86926 | TbREL1 RNA ligation | inhibition, % at 9.66 µM | actives 0.49% (n = 89,000) | AID 1117264, 2014;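 active means inhibition above the mean inhibition across all screened compounds plus 3 SD, cut at about 11% in these data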;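 further: 0% = plate median of test wells and 100% = NSC42067 control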
# Target sequence (P86926 whole entry, looked up): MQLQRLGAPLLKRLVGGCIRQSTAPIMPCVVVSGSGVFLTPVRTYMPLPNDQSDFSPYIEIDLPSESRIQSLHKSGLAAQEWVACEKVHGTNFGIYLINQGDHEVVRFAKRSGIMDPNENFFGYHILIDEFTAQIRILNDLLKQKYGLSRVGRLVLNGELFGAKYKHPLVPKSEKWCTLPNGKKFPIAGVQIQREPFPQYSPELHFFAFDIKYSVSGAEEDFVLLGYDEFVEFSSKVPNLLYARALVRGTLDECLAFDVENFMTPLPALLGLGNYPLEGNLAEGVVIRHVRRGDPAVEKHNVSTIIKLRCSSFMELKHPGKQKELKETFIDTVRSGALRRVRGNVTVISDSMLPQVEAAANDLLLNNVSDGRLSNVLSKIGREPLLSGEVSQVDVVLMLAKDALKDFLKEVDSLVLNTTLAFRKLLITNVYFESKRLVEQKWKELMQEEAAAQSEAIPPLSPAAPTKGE
# Active calls of the source: *. The list is partial; the hit share may differ from the screen's.
SMILES,TbREL1 inh
COc1ccc(-c2nn(-c3ccccc3)cc2C(=O)NC2CC2)cc1,-4
C=CCNC(=O)c1ccc(Sc2ccccc2)c([N+](=O)[O-])c1,0
CS(=O)(=O)N(CC(=O)Nc1ccc2c(c1)OCCO2)Cc1ccc(Cl)cc1,1
COc1ccc2c(c1)[N+](C)(C)C(C)(C)C=C2C,-5
CCc1ccccc1NC(=O)c1ccc(NCCc2ccccc2)c([N+](=O)[O-])c1,1
Cc1c(C#N)c(=O)oc2ccc3ccccc3c12,5
COC(=O)c1c(C(=O)OC)c2cccc3cc(-c4ccccc4)c4ccc1c4n32,-4
CCOCCCNC(=O)c1cc(Sc2ccc(F)cc2)nc2ccccc12,2
CC(C)(C)NC(=O)C(c1cccnc1)N(C(=O)c1cccs1)c1ccc(C(C)(C)C)cc1 (stereo not drawn),1
Cc1ccc(NC(=O)CN(C)C(=O)COc2ncnc3ccc(Br)cc23)cc1,-1
CC(Oc1ccccc1)C(=O)Nc1nc(-c2ccncc2)cs1 (stereo not drawn),-1
Cc1cccc(NC(=S)NCc2ccccn2)c1,-3
O=C1CSC(c2ccncc2)N1Cc1ccccc1 (stereo not drawn),8
OCC[C@H]1C[C@@H](O)[C@H](O)[C@]2(OCCc3ccccc32)O1,-2
CCOc1cccc(C(=O)Nc2nc(-c3ccc(S(=O)(=O)N4CCOCC4)cc3)cs2)c1,-2
CC(=O)c1cc(NC(=O)c2cccc(C(F)(F)F)c2)c(=O)oc1C,0
Cc1nn(-c2ccccc2)c(C)c1NC(=O)c1ccc(S(=O)(=O)N2CCCC2)cc1,2
COc1ccccc1NC(=O)c1cc(OC)c(OC)cc1[N+](=O)[O-],3
CC(C)NC(=O)C(Sc1ccccc1)c1ccccc1 (stereo not drawn),-1
Cc1ccc(S(=O)(=O)NC(C(=O)Oc2ccc3c(C)c(Cl)c(=O)oc3c2)c2ccccc2)cc1 (stereo not drawn),1
COC(=O)Cc1ccc(NC(=S)NCc2ccccc2OC)cc1,-6
CCOc1ccc(C2C(C#N)=C(N)SC(N)=C2C#N)cc1OCC,-1
Cc1cccc(CN2CCN(C3CN(Cc4cn(Cc5cccc(Cl)c5)nn4)S(=O)(=O)C3)CC2)c1 (stereo not drawn),-2
CCCNC(=O)c1cc2c(c(-c3cccc(-c4ccc(F)cc4)c3)n1)[C@H](CCO)N(S(=O)C(C)(C)C)C2 (stereo partly drawn),4
CCOC(=O)N1CCC(NC(=O)c2cc(COc3ccc(F)cc3Cl)on2)CC1,4

# Some of the entries so far, with tabs.
SMILES	TbREL1 inh
CCOCCCNC(=O)c1cc(Sc2ccc(F)cc2)nc2ccccc12	2
CC(C)(C)NC(=O)C(c1cccnc1)N(C(=O)c1cccs1)c1ccc(C(C)(C)C)cc1 (stereo not drawn)	1

# An excerpt of these results, as tab-separated lines.
canonical_smiles	TbREL1 inh
Cc1cccc(CN2CCN(C3CN(Cc4cn(Cc5cccc(Cl)c5)nn4)S(=O)(=O)C3)CC2)c1 (stereo not drawn)	-2
COC(=O)Cc1ccc(NC(=S)NCc2ccccc2OC)cc1	-6
CCOc1ccc(C2C(C#N)=C(N)SC(N)=C2C#N)cc1OCC	-1
COc1ccc(-c2nn(-c3ccccc3)cc2C(=O)NC2CC2)cc1	-4
Cc1cccc(NC(=S)NCc2ccccn2)c1	-3
CCOCCCNC(=O)c1cc(Sc2ccc(F)cc2)nc2ccccc12	2
COC(=O)c1c(C(=O)OC)c2cccc3cc(-c4ccccc4)c4ccc1c4n32	-4

# Going on with the list:
SMILES,TbREL1 inh
COc1ccc(C(CC(=O)NCc2ccccc2)C(C)C)cc1 (stereo not drawn),-2
CCOC(=O)c1ccc(NC(=O)CSc2nccn2C)cc1,0
OC1CCCN(Cc2ccc3c(c2)Cc2ccccc2-3)C1 (stereo not drawn),7
COc1ccccc1CNC(=O)COc1ccc(C)nc1[N+](=O)[O-],0
CCOc1ccccc1NC(=O)NS(=O)(=O)c1ccc(C)cc1,-1
CN1CC=C2C(C#N)=C(N)C(C#N)(C#N)C(Cc3ccccc3)C2C1 (stereo not drawn),-1
CCCNC(=O)C1(C)CCCN(Cc2ccc(-c3ccccc3)o2)C1 (stereo not drawn),-6
Cc1ccc2[nH]c(=O)c(COC(=O)c3cccs3)cc2c1,3
CCCCCNC(=O)C(c1ccc(OC)cc1)n1c(=O)c(-c2ccccc2)nc2ccccc21 (stereo not drawn),-1
CC(NC(=O)c1cccc2ccccc12)c1ccc2c(c1)CCCC2 (stereo not drawn),0
CCOC(=O)c1[nH]c2ccc(OC)cc2c1NC(=O)CN1CCSCC1,2
Cc1nnc(NC(=O)C2CC(=O)N(c3ccccc3)C2)s1 (stereo not drawn),-3
O=S(=O)(NCc1ccccc1)[C@@H]1CC2C=CC1C2 (stereo partly drawn),8
C#CCN(C[C@H]1[C@H](OC(=O)NCC2CCCCC2)[C@H](OC(=O)NCC2CCCCC2)C[C@@H](C(=O)OC)[C@H]1C(=O)OC)S(=O)(=O)c1ccc(C)cc1,0
O=C(CSc1ncnc2ccccc12)NCCCO,5
CNC(=O)c1nnn(Cc2ccccc2)c1NC(C)=O,-2
CCCSc1ccc([C@@H]2[C@H]3C(=O)N(C)C(=O)[C@H]3[C@]3(C(=O)OC)CCCN23)cc1OC,-5
COc1ccc(C(=O)CSc2ccc(-c3ccc(C)cc3)nn2)cc1,3
Cn1c(=O)c2c(ncn2CCOc2ccc(F)cc2)n(C)c1=O,3
Cc1ccc(OCCSc2ncnc3sc(C)c(C)c23)cc1C,5
COC(=O)C1CN(CC(C)C)CCS(=O)(=O)N1Cc1cccc(Cl)c1 (stereo not drawn),0
Cc1ccc(N=Nc2ccc(O)c(P(=O)(c3ccccc3)c3ccccc3)c2)cc1,-1
CC1CCCN(C(=O)COC(=O)CSc2ccc(C(N)=O)cc2[N+](=O)[O-])C1 (stereo not drawn),0
CCC(CC)CN1C(N(C)C)=NC[C@@H]1CC(C)C,1
CCC(C)NC(=O)C1CCN(S(=O)(=O)c2ccc(Br)s2)CC1 (stereo not drawn),0

# Among those listed so far, these have two or more sulfur atoms.
SMILES,TbREL1 inh
CCOc1cccc(C(=O)Nc2nc(-c3ccc(S(=O)(=O)N4CCOCC4)cc3)cs2)c1,-2
Cc1ccc(OCCSc2ncnc3sc(C)c(C)c23)cc1C,5
CCC(C)NC(=O)C1CCN(S(=O)(=O)c2ccc(Br)s2)CC1 (stereo not drawn),0

# Going on with the list.
SMILES,TbREL1 inh
COC(=O)[C@]12C[C@H](CC(=O)NCc3ccc(C)o3)C(=O)N(CCc3ccc(OC)c(OC)c3)C1=C[C@H](COCc1ccccc1)O[C@@H]2C,-6
O=C(Cc1ccccc1F)c1ccc(O)cc1O,0
Nc1nc(SCc2ccccc2)n[nH]1,0
CNc1nc(OC)nc(N(C#N)CN2C(=O)c3ccccc3S2(=O)=O)n1,4
O=C(c1ccc2nc(Cc3ccccc3F)oc2c1)N1CCCC1,2
Fc1ccccc1/C=N/Nc1ncnc2nc[nH]c12,1
CC(C)(C)C(=O)Nc1nnc(Cc2ccccc2)s1,0
CCOc1ccccc1C(=O)Nc1ccc2nc(C)[nH]c(=O)c2c1,1
CCCC[C@@H]1CCCO[C@@](C(=O)NCc2cc(C)n(C)n2)(C(F)(F)F)C1,2
COc1ccc(S(=O)(=O)N[C@H](C(=O)N2CC[C@@]3(O)CCCC[C@H]3C2)c2ccccc2)cc1,0
C=CC[C@@H](Cc1ccc(F)cc1)C(=O)OC[C@@H]1CCCN1C(=O)[C@H](CC=C)CC(=O)N[C@H](CO)Cc1ccccc1,23*
Cc1cc(C)c(S(=O)(=O)c2ccccc2)c(OC(=O)c2cc(F)c(F)cc2Cl)n1,5
Fc1ccc(NCc2nnc(SCc3nnc(-c4ccccc4)o3)n2Cc2ccccc2)cc1,-2
Cn1ncc(Cl)c1C(=O)N/N=C/c1cccc(OC2CSC2)c1,0
CCOC(=O)C1=C(N)OC2=C(C(=O)CCC2)C1c1ccccc1OCC (stereo not drawn),-2
CC(=O)c1cccc(NC(=O)c2ccc(-n3cncn3)c3ccoc23)c1,0
CC(CC(=O)NCc1ccccc1)C1CCCO1 (stereo not drawn),2
Cc1ccccc1NCC(=O)N/N=C/c1ccc[nH]1,2
Cc1cc(C(=O)NNC(=O)/C=C/c2ccco2)c(C)o1,9
COc1ccc(NC(=O)Nc2c(C)n(C)n(-c3ccccc3)c2=O)c(OC)c1,2
CC1=C(C#N)C(NC(=O)c2ccc(C)cc2)(C(F)(F)F)C(=O)N1 (stereo not drawn),0
COc1ccc(-c2noc(CCC(=O)NCc3cc(Br)ccc3OC)n2)cc1,-1
Cn1cccc1C(=O)NC(=O)COC(=O)c1cc(Cl)ccc1[N+](=O)[O-],-4
Cc1cccc(C)c1NC(=O)C(c1ccncc1)n1c(=O)c(-c2ccccc2)nc2ccccc21 (stereo not drawn),2
CNc1snc(C)c1C(=O)OCC(=O)Nc1ccc(C)cc1F,6

# Looked up by structure from the list above:
SMILES,TbREL1 inh
CCOc1ccccc1C(=O)Nc1ccc2nc(C)[nH]c(=O)c2c1,1
Cc1cc(C)c(S(=O)(=O)c2ccccc2)c(OC(=O)c2cc(F)c(F)cc2Cl)n1,5
CC(=O)c1cccc(NC(=O)c2ccc(-n3cncn3)c3ccoc23)c1,0
Nc1nc(SCc2ccccc2)n[nH]1,0
Fc1ccccc1/C=N/Nc1ncnc2nc[nH]c12,1

# (further entries)
SMILES,TbREL1 inh
C[C@H](CO)N1C[C@H](C)[C@@H](CN(C)C(=O)Nc2ccc3c(c2)OCO3)Oc2c(NS(=O)(=O)c3ccc(F)cc3)cccc2C1=O,-3
Cc1cccc(C)c1NC(=O)[C@@H]1CC(=O)O[C@@H]1c1ccccc1,5
O=C(c1cccc(C(F)(F)F)c1)C1CCCN(C(=O)/C=C/c2cnc[nH]2)C1 (stereo not drawn),4
O=Cc1s/c(=N\S(=O)(=O)c2ccccc2)n(CCCCl)c1Cl,8
O=C(Nc1ccccc1Cl)c1ccc(COc2ccc3c(c2)CCC3)cc1,1
COc1ccc(OC)c(C2C(C(=O)c3cccs3)=C(O)C(=O)N2c2cc(C)on2)c1 (stereo not drawn),-4
C=CCSc1nnc(CNS(=O)(=O)c2ccc(C)cc2)n1C,0
COCCCNC(=O)[C@H](CSCc1ccccc1)N1Cc2ccccc2C1=O,-2
COc1cc(C[C@@H]2C(=O)OC[C@H]2Cc2ccc(OC)c(OC)c2)ccc1O,2
COc1cc([N+](=O)[O-])ccc1NC(=O)COC(=O)c1n[nH]c2ccccc12,3
CCO[C@@H]1OC(C(N)=O)=C[C@H](C(C)(C)C)[C@H]1CCCO,-1
NCCCC[C@@H]1NC(=O)c2cc([N+](=O)[O-])cc(F)c2NCCCC[C@@H](C(N)=O)NC(=O)[C@H](CCC(N)=O)NC1=O,4
COc1ccc(OC)c(NC(=O)CN2C(=O)NC(C)(c3ccc4c(c3)OCCO4)C2=O)c1 (stereo not drawn),2
COC(=O)c1cc(OC)c(OC)cc1N=CC1=C(O)CC(C)(C)CC1=O,-4
O=C(N/N=C/C=C\c1ccccc1[N+](=O)[O-])c1ccncc1,-2
CC(C)(C)c1ccc(C(=O)NCC(=O)NCC(C)(C)N2CCOCC2)cc1,2
CC(=O)c1cnc(SCCN2C(=O)c3ccccc3C2=O)nc1C,5
CCN(CC)c1ccc(S(=O)(=O)N2CCOCC2)cc1NC(=O)COC(=O)/C=C/c1ccc(O)c(OC)c1,-3
N#CCCN1CCN(C(=S)c2ccc(-c3cc(Cl)ccc3Cl)o2)CC1,-5
O=C(CSc1nc(C2CC2)nc2ccccc12)N1c2ccccc2Sc2ccc(C(F)(F)F)cc21,8
CC1CCN(c2ccc3c(c2)S(=O)(=O)c2cccc(C(=O)NCc4cccc(F)c4)c2C3=O)CC1,-7
CC1CCN(CC(O)COC2CCC(C(C)(C)C)CC2)CC1 (stereo not drawn),5
Cc1ccc(S(=O)(=O)N(C)c2ccc(C(=O)N3CCc4ccccc4C3)cc2)cc1,0
CC(C)c1cccc(C(C)C)c1NC(=O)CCl,1
CCCn1c(=O)c2c(c3ccccc31)OCC(=O)N2,6

# (cont.)
SMILES,TbREL1 inh
COc1cccc(N2CCN(CC(=O)Nc3ccc(-n4cnnn4)cc3)CC2)c1,2
Cc1ccccc1C(=O)NC1CCSC1=O (stereo not drawn),-1
CCc1ccccc1NC(=O)Cn1nnc(-c2cccs2)n1,-1
CCc1nc2ccc(C(=O)N3CCN(C(=O)c4ccco4)CC3)cn2c1N(CC)CCOC,-1
Cc1cccc(C)c1NC(=O)NC1(C(=O)N2CCOCC2)CCCCC1,-3
COc1ccc(C(C)N2CC34C=CC(O3)C(C(=O)O)C4C2=O)cc1 (stereo not drawn),0
COCC(=O)NC1CCN(S(=O)(=O)c2ccc(C(=O)O)cc2)CC1,-2
COCCN(C(=O)c1ccc(C)o1)c1c(N)n(CC(C)C)c(=O)[nH]c1=O,5
O=C(O)CCCSc1nccn1-c1ccccc1,1
C/C(=N\NC(=O)Cc1cccs1)c1ccco1,7
Cn1cc(S(=O)(=O)N2CCOCC2)cc1C(=O)O,0
NC(=O)c1cc([N+](=O)[O-])ccc1NCc1ccc(N)cc1,-1
O=C(CSC(=S)N1CCOCC1)Nc1nc(-c2ccccc2)c(-c2ccccc2)o1,0
CCOC(=O)CC1=NN(c2ccccc2)C(=O)C1=c1sc(=C2SC(C)=C(C)N2CC)c(=O)n1CC,1
COc1ccc(-c2nn3c(-c4n[nH]c5c4CCC5)nnc3s2)cc1,0
CC(C)(C)n1nnnc1C(c1ccccc1)N1CCN(c2ncccn2)CC1 (stereo not drawn),-5
Cc1ccc(C)c(NC(=S)NNC(=O)c2csc3c2CCC(C)C3)c1 (stereo not drawn),-4
Cc1cccc(C)c1NC(=O)CSc1nnc([C@@H]2CCCN2C(=O)OC(C)(C)C)o1,0
CN(CC/C=C1/c2ccccc2CSc2ccccc21)CCCO,7
CCCCOC(=O)C1=C(C)NC2=C(C(=O)CCC2)C1c1cc(OC)ccc1OC (stereo not drawn),-3
C=CCNC(=O)c1onc(CSc2ccc(C)c(C)c2)c1C(=O)O,3
O=C(Cn1cnc2c(cnn2-c2ccccc2)c1=O)N1CCN(c2ccc(F)cc2)CC1,1
O=C(Cn1nnc(-c2ccccc2)n1)N/N=C/c1cccc([N+](=O)[O-])c1O,4
Cc1cc(O)c(C(C)C)cc1N=C1CSC(=O)N1,5
CC1CCc2nn(CC(=O)NCCCN3CCCCC3)cc2C1 (stereo not drawn),1
